IL-2 act – qHTS of IL-2 Activators; activation, % (series mostly up to about 46 µM); IL-2 activation reporter assay, cell-based qHTS; stimulated with anti-CD3/CD4/CD28 beads; in transgenic mouse T cells; 360,000 compounds, 0.065% hits; in the data active = activation above about 50%; inconclusive = mostly about 30% to 49%; also: 0% is about no effect
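Using fluorescent plate cytometry, EGFP and DsRed are detected in transgenic mouse T cells stimulated 18 h at 37 degrees C with antibody-coated beads after 60 min compound pretreatment.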
PLK1 PBD block – qHTS for Inhibitors of PLK1-PDB (polo-like kinase 1 - polo-box domain): Primary Screen; Serine/threonine-protein kinase PLK1 (Homo sapiens), P53350; Plk1 PBD binding of FITC phosphopeptide, fluorescence polarization; Potency, µM, without a hit: max response, negative = inhibition, most hits filed as inhibitors; 360,000 compounds, 2.8% hits; also: potency is read from the fitted curve at half-maximal effect; series mostly up to about 57 µM; % is scaled to controls: 0 for no effect and ±100 for the full control effect; nearly all actives have a fitted effect of over 65% in size
WRN helicase inh – qHTS for Inhibitors of WRN Helicase; WRN helicase unwinding, fluorescent forked duplex, kinetic; Potency, µM (series often up to 114 µM), without a hit: top-dose activity change, negative = inhibition, actives largely listed as inhibitors; 360,000 compounds, 0.46% hits; also: potency is read from the fitted curve at half-maximal effect; % is scaled to controls: 0 for no effect and ±100 for the full control effect; nearly all actives have a fitted effect of over 55% in size
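Enzyme (20 nM final) and test compound sit together 15 min at room temperature before substrate addition. Substrate is a single-forked duplex oligonucleotide (100 nM) labelled with fluorophore and quencher, with 2 mM ATP; helicase unwinding raises red fluorescence, read kinetically.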
HEK293 tox – qHTS of GLP-1 Receptor Inverse Agonists: Cytotox Screen; HEK293 cAMP-luciferase reporter cells, luminescence, 24 h; Potency, µM (doses to about 38.3 µM), inactives show at the top dose activity change, negative = inhibition, actives largely listed as inhibitors; 410,000 compounds, 0.13% hits; AID 624418, 2012;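 also: loss of luciferase light is scored as toxicity; potency is read from the fitted curve at half-maximal effect; % is scaled to controls: 0 for no effect and ±100 for the full control effect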
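Compound-treated cells are incubated 24 hr at 37 deg C under 5% CO2 after a 12 hour attachment period, then luciferase detection reagent is added and luminescence is measured following 12 min at room temperature; lowered signal indicates toxicity.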
D3 antag – qHTS of D3 Dopamine Receptor Antagonist: qHTS. max response, negative = inhibition, %. D3R cells, DiscoveRx beta-arrestin luminescence, antagonist mode; stronger effect = lower value. D(3) dopamine receptor (Homo sapiens), P35462. 360,000 compounds, 2.5% hits. AID 652054, 2013; in the data active = max response below about -50%; inconclusive = no clear call, values can overlap the other calls; also: % is scaled to controls: 0 for no effect and ±100 for the full control effect; mostly tested at two doses, the higher about 12 µM
Target sequence (P35462 whole entry, looked up): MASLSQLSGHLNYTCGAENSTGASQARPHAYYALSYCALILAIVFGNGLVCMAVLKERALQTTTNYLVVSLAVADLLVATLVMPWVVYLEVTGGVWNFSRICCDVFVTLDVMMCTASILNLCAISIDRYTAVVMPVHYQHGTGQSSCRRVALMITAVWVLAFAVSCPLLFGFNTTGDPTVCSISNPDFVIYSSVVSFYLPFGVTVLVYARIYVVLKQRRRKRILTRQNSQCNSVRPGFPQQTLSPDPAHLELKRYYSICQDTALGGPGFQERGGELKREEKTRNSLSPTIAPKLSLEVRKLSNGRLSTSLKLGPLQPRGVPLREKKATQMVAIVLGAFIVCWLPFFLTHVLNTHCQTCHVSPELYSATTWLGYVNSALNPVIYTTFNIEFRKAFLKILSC
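Cells plated overnight at 1500 cells/well, then exposed to library compounds with dopamine controls for 90 minutes at 37 degrees C. DiscoveRx reagent added for 30–60 minutes at room temperature; luminescence read, quantitative HTS format.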
DRD3 agonist – qHTS of D3 Dopamine Receptor Agonist: qHTS; D(3) dopamine receptor (Homo sapiens), P35462; D3R DiscoveRx beta-arrestin cells, luminescence, 90 min; max activation, %; 410,000 compounds, 0.58% hits; in the data active = max activation above about 30%; also: 0% is about no effect; mostly tested at two doses, the higher about 12 µM
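Agonist-mode cell screen: cells plated at 1500/well and incubated overnight at 37 °C, then exposed to library compounds for 90 min at 37 °C. Detection reagent was added for 30–60 min at room temperature, and luminescence was read.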
GLP1R ag – qHTS of GLP-1 Receptor Agonists; Glucagon-like peptide 1 receptor (Homo sapiens), P43220; HEK293 GLP-1R CRE-luciferase, luminescence, 4-6 h; cells express a hypersensitive GLP-1R form; Potency, µM (titrated, usually from 45.6 µM), without a hit: at the highest dose activation, actives largely listed as activators; 380,000 compounds, 0.007% hits; also: potency is read from the fitted curve at half-maximal effect; % of control where 0% means no effect
PI5P4Ka inh – qHTS for Inhibitors of phosphatidylinositol 5-phosphate 4-kinase (PI5P4K) | PI5P4Kalpha enzyme, ADP-Glo luminescence, 60 min; stronger effect = lower value | max response, % | 330,000 compounds, 1.2% hits | AID 652105, 2013; active = max response of -50% or lower; inconclusive = between -30% and -50%; inactive = -30% or higher; also: value at the top dose of about 77 µM; % is scaled to controls: 0 for no effect and ±100 for the full control effect
Target sequence (P48426 whole entry, looked up): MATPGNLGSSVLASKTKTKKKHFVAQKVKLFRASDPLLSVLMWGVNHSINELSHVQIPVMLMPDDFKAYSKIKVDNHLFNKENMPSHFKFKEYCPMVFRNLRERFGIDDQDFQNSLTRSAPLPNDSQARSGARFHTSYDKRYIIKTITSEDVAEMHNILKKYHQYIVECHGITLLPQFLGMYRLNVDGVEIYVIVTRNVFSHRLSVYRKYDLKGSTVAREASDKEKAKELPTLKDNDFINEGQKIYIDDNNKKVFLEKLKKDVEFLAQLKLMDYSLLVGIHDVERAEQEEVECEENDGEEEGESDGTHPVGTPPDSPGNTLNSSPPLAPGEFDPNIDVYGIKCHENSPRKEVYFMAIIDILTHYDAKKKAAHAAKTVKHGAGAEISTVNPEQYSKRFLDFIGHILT
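ADP-Glo luminescence end-point after a 60 min room-temperature kinase reaction. PI5P4Kalpha and substrate in HEPES pH 7.4 buffer with EGTA, 0.1% CHAPS and 5% DMSO; ATP at 5 microM final.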
GLP-1R inv ag – qHTS of GLP-1 Receptor Inverse Agonists (Inhibition Mode); Potency, µM (highest dose often 38.3 µM), inactives show at the highest dose activity change, negative = inhibition, actives largely listed as inhibitors; 410,000 compounds, 1.6% hits; Glucagon-like peptide 1 receptor (Homo sapiens), P43220; AID 624417, 2012; HEK293 GLP-1R CRE-luciferase, luminescence, 24 h; GLP-1R form is constitutively active; also: potency is read from the fitted curve at half-maximal effect; % is scaled to controls: 0 for no effect and ±100 for the full control effect; nearly all actives have a fitted effect of over 55% in size
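Inverse agonists were sought by their lowering of basal cAMP reporter luciferase output in HEK293 cells stably carrying constitutively active human GLP-1R, after 24 h compound treatment.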
* hit, by the source's call; [ ] = dose if it differs, or a comment. Unless noted, calls follow the shape of the dose curve; as a rule, active = well fitted curve in the direction sought with a large enough effect; inconclusive = small, poorly fitted or top-dose-only effect, or another doubt; inactive = no such curve, though single readings can be large; an effect the other way counts as inactive or inconclusive.

Results for CCc1nc2ccccc2c(C(=O)Nc2ccc(F)cc2)c1C ?
IL-2 act: -0.3; PLK1 PBD block: -1%; WRN helicase inh: 0%; HEK293 tox: -14%; D3 antag: -1; DRD3 agonist: -1; GLP1R ag: -2%; PI5P4Ka inh: 2; GLP-1R inv ag: 17%

What do the screens show for `CN1CCC(N(C)S(=O)(=O)c2ccc(NC(=O)COc3cccc(Cl)c3)cc2)CC1`?
IL-2 act: -2.8; PLK1 PBD block: -8%; WRN helicase inh: 9%; HEK293 tox: -5%; D3 antag: -12; DRD3 agonist: -27; GLP1R ag: 2%; PI5P4Ka inh: -1; GLP-1R inv ag: 2.8µM*

How did Cn1c(-c2ccccc2)cnc1SCC(N)=O do in these assays?
IL-2 act: 1.7; PLK1 PBD block: -5%; WRN helicase inh: 1%; HEK293 tox: -6%; D3 antag: 14; DRD3 agonist: 1; GLP1R ag: -12%; PI5P4Ka inh: 0; GLP-1R inv ag: 10%

How did O=C(N/N=C/c1cc(Cl)ccc1O)c1cccnc1 do in these assays?
IL-2 act: 0.6; PLK1 PBD block: -3%; WRN helicase inh: -4%; HEK293 tox: 126%[activator]; D3 antag: 2; DRD3 agonist: 14; GLP1R ag: 7%; PI5P4Ka inh: -1; GLP-1R inv ag: inconclusive

Results for CCCCN(CC)C(=O)/C=C/c1cccc([N+](=O)[O-])c1 ?
IL-2 act: -0.4; PLK1 PBD block: 27µM*; WRN helicase inh: 6%; HEK293 tox: 4%; D3 antag: 11; DRD3 agonist: -1; GLP1R ag: 12%; PI5P4Ka inh: -6; GLP-1R inv ag: 2%

Results for CCC(C)NC(=O)c1ccc(NC(=O)C2CCCO2)cc1 (stereo unspecified) ?
IL-2 act: 1.2; PLK1 PBD block: -9%; WRN helicase inh: -1%; HEK293 tox: 10%; D3 antag: 26; DRD3 agonist: -2; GLP1R ag: 0%; PI5P4Ka inh: 4; GLP-1R inv ag: 0%

How did Cc1ccc(C(=O)CNc2cccc([N+](=O)[O-])c2)cc1 do in these assays?
IL-2 act: 3.5; PLK1 PBD block: -14%; WRN helicase inh: -3%; HEK293 tox: 26%; D3 antag: -9; DRD3 agonist: 11; GLP1R ag: -1%; PI5P4Ka inh: 2; GLP-1R inv ag: 1%

What do the screens show for `COCCN(C(=O)CSCc1ccccc1)c1c(N)n(Cc2ccccc2)c(=O)[nH]c1=O`?
IL-2 act: -4.9; PLK1 PBD block: -11%; WRN helicase inh: -27%; HEK293 tox: 17%; D3 antag: 3; DRD3 agonist: 3; GLP1R ag: 0%; PI5P4Ka inh: 8; GLP-1R inv ag: 8%

How did COC(=O)c1cn(NC(=O)CCC2CCCC2)c(=O)c2ccccc12 do in these assays?
IL-2 act: -3.1; PLK1 PBD block: 2%; WRN helicase inh: 2%; HEK293 tox: -14%; D3 antag: 5; DRD3 agonist: -2; GLP1R ag: 16%; PI5P4Ka inh: 4; GLP-1R inv ag: -6%

How did O=C(NNc1ccccn1)c1ccccc1CC[N+](=O)[O-] do in these assays?
IL-2 act: -0.7; PLK1 PBD block: -9%; WRN helicase inh: -27%; HEK293 tox: 1%; D3 antag: -12; DRD3 agonist: -8; GLP1R ag: 3%; PI5P4Ka inh: 1; GLP-1R inv ag: 10%

What do the screens show for `COc1cccc(NC(=O)C(OC(=O)c2ccccc2NS(=O)(=O)c2cccs2)c2ccccc2)c1` (stereo unspecified)?
IL-2 act: -1.1; PLK1 PBD block: -5%; WRN helicase inh: -8%; HEK293 tox: 0%; D3 antag: -5; DRD3 agonist: -6; GLP1R ag: 4%; PI5P4Ka inh: -12; GLP-1R inv ag: inconclusive

How did O=C(c1nn2c(C(F)(F)F)cc(-c3ccccc3)nc2c1Cl)N1CCN2CCCC2C1 (stereo unspecified) do in these assays?
IL-2 act: 1.0; PLK1 PBD block: 1%; WRN helicase inh: 0%; HEK293 tox: -8%; D3 antag: 12; DRD3 agonist: 2; GLP1R ag: 9%; PI5P4Ka inh: -3; GLP-1R inv ag: inconclusive

Results for CCOC(=O)/C(C#N)=C1/C=C(C)c2ccccc2N1 ?
IL-2 act: -0.3; PLK1 PBD block: -7%; WRN helicase inh: -6%; HEK293 tox: 77%[activator]; D3 antag: 7; DRD3 agonist: 0; GLP1R ag: -11%; PI5P4Ka inh: 4; GLP-1R inv ag: 29%

How did CC(C)CC(NS(=O)(=O)c1ccc2c(c1)oc(=O)n2C)C(=O)N1CC=C(c2ccccc2)CC1 (stereo unspecified) do in these assays?
IL-2 act: 2.0; PLK1 PBD block: 4%; WRN helicase inh: -4%; HEK293 tox: -9%; D3 antag: 12; DRD3 agonist: 0; GLP1R ag: 1%; PI5P4Ka inh: -1; GLP-1R inv ag: -6%

What do the screens show for `COc1ccc(Cl)cc1C(=O)Nc1ccc2c(c1)OCCO2`?
IL-2 act: -0.6; PLK1 PBD block: 4%; WRN helicase inh: -3%; HEK293 tox: -11%; D3 antag: 11; DRD3 agonist: 0; GLP1R ag: 1%; PI5P4Ka inh: 6; GLP-1R inv ag: 4%

In the list so far, these have an aryl methoxy group.
What do the screens show for `COc1cccc(NC(=O)C(OC(=O)c2ccccc2NS(=O)(=O)c2cccs2)c2ccccc2)c1` (stereo unspecified)?
IL-2 act: -1.1; PLK1 PBD block: -5%; WRN helicase inh: -8%; HEK293 tox: 0%; D3 antag: -5; DRD3 agonist: -6; GLP1R ag: 4%; PI5P4Ka inh: -12; GLP-1R inv ag: inconclusive

What do the screens show for `COc1ccc(Cl)cc1C(=O)Nc1ccc2c(c1)OCCO2`?
IL-2 act: -0.6; PLK1 PBD block: 4%; WRN helicase inh: -3%; HEK293 tox: -11%; D3 antag: 11; DRD3 agonist: 0; GLP1R ag: 1%; PI5P4Ka inh: 6; GLP-1R inv ag: 4%

(next part)
What do the screens show for `CCc1ccc(C(O)c2ncc(-c3ccc(Cl)cc3)[nH]2)cc1` (stereo unspecified)?
IL-2 act: 0.1; PLK1 PBD block: -3%; WRN helicase inh: 5%; HEK293 tox: -3%; D3 antag: 0; DRD3 agonist: -2; GLP1R ag: 0%; PI5P4Ka inh: 14; GLP-1R inv ag: -25%

How did CCCCN1C(=O)c2ccc(C(=O)NC3=NCCS3)cc2C1=O do in these assays?
IL-2 act: -0.1; PLK1 PBD block: 1%; WRN helicase inh: 1%; HEK293 tox: 14%; D3 antag: -4; DRD3 agonist: -4; GLP1R ag: -13%; PI5P4Ka inh: 2; GLP-1R inv ag: 9%

Results for CS(=O)(=O)N(CC(=O)N1CCCC1)c1ccc2c(c1)OCCO2 ?
IL-2 act: -1.1; PLK1 PBD block: 2%; WRN helicase inh: -3%; HEK293 tox: 1%; D3 antag: 15; DRD3 agonist: 4; GLP1R ag: 2%; GLP-1R inv ag: -16%

What do the screens show for `O=[N+]([O-])c1ccc(/C=N/n2c(-c3ccccc3)n[nH]c2=S)cc1`?
IL-2 act: -0.2; PLK1 PBD block: inconclusive; WRN helicase inh: -11%; HEK293 tox: -15%; D3 antag: -1; DRD3 agonist: -2; GLP1R ag: -1%; PI5P4Ka inh: 4; GLP-1R inv ag: 7%

Results for O=C(CCC1CCCC1)NCCS(=O)(=O)N1CCN(c2ccc(F)cc2)CC1 ?
IL-2 act: -2.3; PLK1 PBD block: -2%; WRN helicase inh: 4%; HEK293 tox: 9%; D3 antag: -1; DRD3 agonist: -2; GLP1R ag: 1%; PI5P4Ka inh: 8; GLP-1R inv ag: -21%

How did Cc1cccc(-n2nnc(C(=O)NCc3ccccn3)c2N)c1 do in these assays?
IL-2 act: 1.5; PLK1 PBD block: 2%; WRN helicase inh: 2%; HEK293 tox: -12%; D3 antag: 26; DRD3 agonist: 1; GLP1R ag: 0%; PI5P4Ka inh: -1; GLP-1R inv ag: 33%[activator]

What do the screens show for `Cc1ccc(NC(=O)CCc2ccc(S(=O)(=O)N3CCOCC3)cc2)c(C)c1`?
IL-2 act: -2.1; PLK1 PBD block: -7%; WRN helicase inh: -3%; HEK293 tox: 2%; D3 antag: 14; DRD3 agonist: 0; GLP1R ag: -7%; GLP-1R inv ag: 8%

What do the screens show for `C(=Nc1ccc(N2CCOCC2)cc1)c1c[nH]c2ccccc12`?
IL-2 act: 3.4; PLK1 PBD block: 3%; WRN helicase inh: -7%; HEK293 tox: -11%; D3 antag: 18; DRD3 agonist: 19; GLP1R ag: 4%; PI5P4Ka inh: -7; GLP-1R inv ag: 46%[activator]

How did COC(=O)Cc1ccc(NC(=O)C(c2ccccc2)c2ccccc2)cc1 do in these assays?
IL-2 act: 0.2; PLK1 PBD block: -4%; WRN helicase inh: -1%; HEK293 tox: -10%; D3 antag: 16; DRD3 agonist: 1; GLP1R ag: 1%; PI5P4Ka inh: 7; GLP-1R inv ag: inconclusive

Results for CC(C)C(=O)Nc1ccnc(-c2cccnc2)n1 ?
IL-2 act: -0.8; PLK1 PBD block: -9%; WRN helicase inh: -1%; HEK293 tox: 9%; D3 antag: 11; DRD3 agonist: -20; GLP1R ag: 4%; GLP-1R inv ag: 0%

What do the screens show for `CSc1sc(C(=O)NN)c2c1C1(CCC2)SCCS1`?
IL-2 act: -0.6; PLK1 PBD block: 2%; WRN helicase inh: 6%; HEK293 tox: -4%; D3 antag: 3; DRD3 agonist: 0; GLP1R ag: 13%; PI5P4Ka inh: -6; GLP-1R inv ag: -2%

Results for O=C(COC(=O)/C=C/c1cccc(C(F)(F)F)c1)Nc1ccc(Cl)cn1 ?
IL-2 act: 0.6; PLK1 PBD block: -1%; WRN helicase inh: -2%; HEK293 tox: -2%; D3 antag: -9; DRD3 agonist: -1; GLP1R ag: 7%; PI5P4Ka inh: 4; GLP-1R inv ag: -14%
